Screening data (PubChem BioAssay)
H9c2 TAG inh: reduces triacylglycerol accumulation in H9c2 cells | 230,000 tested, 0.66% active | inhibition, % at 12.5 µM | Nile Red lipid (TAG) fluorescence; cells loaded with 200 µM oleic acid;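 active = pattern-corrected inhibition of lipid staining of at least 50% with the nuclear-stain viability signal not falling by more than 50%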;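 note: 0% = DMSO wells and 100% = triacsin C control wells; some results filed as inactive read as strong as hits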
H9c2 TAG inh DAPI viability: further read-out of H9c2 TAG inh, marked with its call; DAPI nuclei signal change (viability), lower = more cytotoxic, %;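 whole-well DAPI fluorescence read on a plate reader as a viability signal; minus 50 percent equals half of cells still viable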
* marks the source's active call; other numbers are inactive results. The list is partial; count on the stated rates, not on these rows.

SMILES | H9c2 TAG inh | H9c2 TAG inh DAPI viability
Cc1ccc(Cl)cc1NC(=O)C1CCCN(S(C)(=O)=O)C1 (configuration not stated) | -3 | 7
CC1(C(=O)OCC(=O)NC(=O)c2ccccc2)CC1(Cl)Cl (configuration not stated) | -1 | -5
COc1cccc(C2c3[nH]c4ccccc4c3CCN2Cc2cnc(C)s2)c1OC (configuration not stated) | 10 | 3
CCOC(=O)c1cccc(NC(=O)COC)c1 | 7 | -3
Cc1c(NC(=O)c2ccc(S(=O)(=O)N(C)C)cc2)cccc1-n1cnnn1 | 3 | -1
C#CCOc1ccc2c3c(c(=O)oc2c1)CCCC3 | 3 | 2
CCC(C)[C@@H](NC(=O)OC(C)(C)C)c1nnc(S(=O)(=O)Cc2cccc(C)c2)o1 (some centres not stated) | 18 | -6
Cc1cccc(CCNS(=O)(=O)c2cnc[nH]2)c1 | -9 | 16
COc1cccc(CNC(=O)CCCC(=O)Nc2cccc([N+](=O)[O-])c2)c1 | 8 | -2
CCOc1cccc(C(=O)Nc2ccc(N3CCN(S(C)(=O)=O)CC3)cc2)c1 | 16 | 9
Cn1ncc(=S)[nH]c1=S | 4 | 6
O=C(Nc1ccc(Oc2ccccc2)nc1)C1CCN(Cc2ccco2)CC1 | -4 | -1
CCCCNc1cccc2c1S(=O)(=O)N(CCCC)CC(COCc1ccccc1)O2 (configuration not stated) | -17 | 20
CSCCC(NC(=O)c1ccc(C(C)(C)C)cc1)C(=O)O (configuration not stated) | 15 | 7
O=C(C1CCC1)N1CCN(c2ccc(Cl)cc2)CC1 | -33 | -4
O=C(O)CCCCCn1c(SCC(=O)Nc2ccc(F)cc2)nc2ccsc2c1=O | -7 | -3
Cc1cccc(CC2S/C(=N/N=C/c3ccco3)NC2=O)c1 (configuration not stated) | 0 | 11
Cc1cc(C)n2nc(-c3ccsc3-n3c(C)ccc3C)cc2n1 | -6 | -2
CCCCCn1c(N2CCOCC2)nc2c1c(=O)n(CC(N)=O)c(=O)n2C | -3 | 9
Cc1ccc([C@H]2N[C@]3(CCCN(CC4CCCCC4)C3=O)[C@H]3C(=O)N(Cc4ccccc4)C(=O)[C@@H]23)cc1 | -2 | -8
CCC(=O)c1ccc(OCC(O)Cn2nnc3ccccc32)cc1 (configuration not stated) | -8 | 1
CSCCNC(=O)C1(C)CCN1C(=O)CCc1ccccc1 (configuration not stated) | -12 | -4
CC(=O)Nc1ccc(S(=O)(=O)N(C)c2ccc(OCC(=O)OCC(=O)NCc3ccco3)cc2)cc1 | 2 | 3
CC(=O)c1cccc(NC(=O)c2ccc(S(=O)(=O)N3CC(C)OC(C)C3)cc2)c1 (configuration not stated) | -3 | 8
Cc1ccc(-c2ccc3c(c2)O[C@H](CN(C)Cc2cncnc2)[C@@H](C)CN([C@H](C)CO)S3(=O)=O)cc1 | 10 | -11
Cc1cccc(C)c1NC(=O)CNC(=O)CNC(=O)Cc1cccc2ccccc12 | 10 | -9
COc1ccc(S(=O)(=O)N2CCOCC2)cc1NC(=O)COC(=O)C1CC1C (configuration not stated) | 7 | -1
COc1cc(/C=C/C(=O)OCC(=O)NC2CCCCCCC2)ccc1O | 25 | -12
COCCN(C(=O)COC(=O)/C=C/c1nc2ccccc2s1)c1c(N)n(Cc2ccccc2)c(=O)[nH]c1=O | 22 | -15
CCN(C(=O)COC(=O)c1ccc(COc2ccc3c(C)cc(=O)oc3c2)cc1)C1CCS(=O)(=O)C1 (configuration not stated) | -3 | 11
CC(=O)Nc1cccc(CP(=O)(c2ccccc2)c2ccccc2)c1 | -6 | -6
CCCCN(C1CCS(=O)(=O)C1)S(=O)(=O)c1cccs1 (configuration not stated) | -4 | -3
NS(=O)(=O)c1cccc(NC(=O)Nc2ccc(Cl)cc2)c1 | -9 | -3
CC(=O)c1sc(Nc2ccccn2)nc1C | 22 | 1
Cc1cc(C)n(-c2ncc(-c3ccccc3)nn2)n1 | -1 | 0
COc1ccccc1N=CC1=C(O)CC(c2ccccc2)CC1=O (configuration not stated) | 26 | -9
COc1cc2ccccc2cc1C(=O)N1CCCCC1 | -6 | 1
CCN(C(=O)COC(=O)C(C)(C)Oc1ccc(Cl)cc1)c1c(N)n(Cc2ccccc2)c(=O)[nH]c1=O | -1 | -7
COCCN(C(=O)CN1CCCc2ccccc21)c1c(N)n(Cc2ccccc2)c(=O)[nH]c1=O | -13 | 6
CC1(C(=O)Nc2cccc3c2CCCC3)CCN1C(=O)C1(c2ccccc2)CC1 (configuration not stated) | 15 | 4
CNC(=S)NNC(=O)c1cccc(N(C)C)c1 | -10 | 15
COc1cccc(CC2(CO)CCCN(Cc3cnn(-c4ccccc4)c3)C2)c1 (configuration not stated) | 6 | 12
O=C1N[C@@H](Cc2cn(S(=O)(=O)c3ccccc3)c3ccccc23)C(=O)N[C@H]1Cc1ccccc1 | -8 | -4
CN(C)CCCNc1ccc(-c2nn(C)c(=O)c3ccccc23)cc1[N+](=O)[O-] | -3 | 9
O=C(Nc1cc(C(F)(F)F)ccc1N1CCOCC1)c1ccccc1 | -16 | 9
CCc1nc2c(OCc3ccc(OC(F)F)cc3)cccn2c1N(C)C(=O)c1ccco1 | -6 | -9
CCOc1ccc(NC(=O)CN(C)C(=O)c2cc([N+](=O)[O-])ccc2N2CCOCC2)cc1OCC | 8 | 3
CCC1(c2ccccc2)NC(=O)N(CC(=O)Nc2cc(Cl)ccc2N2CCN(C)CC2)C1=O (configuration not stated) | 21 | 3
Cc1cc(C)n(-c2ccc(C(=O)NCc3cccs3)cc2)n1 | -5 | -13
CCCCOc1ccc(OCCSc2nc3ccccc3n2CC(=O)O)cc1 | -11 | 4
N#CC1(NC(=O)COC(=O)/C=C/c2ccc3ccccc3n2)CCCCC1 | -2 | 4
COc1ccc(Cl)cc1NC(=S)NC(=O)c1ccc2c(c1)OCO2 | -4 | -6
CC1=C(C(=O)N2CCOCC2)CC(CC(=O)NCc2cccc3ccccc23)C(=O)N1Cc1ccccc1 (configuration not stated) | 8 | -11
COc1ccccc1-n1nnnc1SCC(=O)N(C)C1CCS(=O)(=O)C1 (configuration not stated) | -20 | 8
Cc1cc(-n2c(C)cc(C(=O)CSc3ccc4c(c3)OCCO4)c2C)no1 | 2 | -3
Cc1nn(C)c(C(=O)Sc2cccc(Cl)c2)c1[N+](=O)[O-] | 12 | -10
COc1ccc(S(=O)(=O)N2CCC(C(=O)NCCC(=O)NCc3cccnc3)CC2)cc1 | 12 | -6
CC(=O)CC[N+](C)(C)C | -3 | -4
COc1ccc(C(NC(=O)CN2C(=O)NC3(CCc4ccccc43)C2=O)c2ccccc2)cc1 (configuration not stated) | 40 | -6
CCN1CCN(c2c(Cl)cccc2NC(=O)c2cccs2)CC1 | -1 | 7

Further records.
SMILES | H9c2 TAG inh | H9c2 TAG inh DAPI viability
O=C1C=C(c2cccc3c2sc2ccccc23)C[C@@H](c2ccc(Cl)cc2)C1 | -26 | 12
C=C(C)COc1ccc(-c2n[nH]c(C)c2Oc2ccccc2OC)c(O)c1 | -7 | 7
O=C(NCc1nc2ccccc2[nH]1)C1=C[C@@H](c2ccccc2)C[C@@H](OCc2ccc(CO)cc2)O1 | 1 | -5
COc1cccc(/C=C/C(=O)N(C)CC(=O)Nc2ccc(Cl)c(C(F)(F)F)c2)c1 | 2 | 0
CCCCn1c(-c2ccc(Cl)c(Cl)c2)nc2cc3[nH]c(=O)c(C(C)C)nc3cc21 | -24 | -7
Cc1oc(C)c2c(=O)ccc3c(c12)OC(N)=C(C#N)C3c1ccccc1 (configuration not stated) | -10 | 2
CCOc1ccccc1C(=O)NCC(=O)OCC(=O)NCCc1ccc(S(N)(=O)=O)cc1 | 9 | -8
CCOC(=O)C1=C(COC(=O)C2(C)CC2(Cl)Cl)NC(=O)NC1c1ccccc1 (configuration not stated) | 8 | 8
CCOc1ccc(-c2nc(S(=O)(=O)c3ccccc3)c(N3CCC(C(N)=O)CC3)o2)cc1 | 5 | -9
CC(C)(C)c1cc(NC(=O)c2cccc([N+](=O)[O-])c2)no1 | -2 | 4
Cc1cc(C)cc(OCC(=O)Nc2cccc(S(=O)(=O)NC3=NCCC3)c2)c1 | -6 | -4
COC(=O)CCCSc1nccn1-c1ccccc1 | -17 | -3
CN(Cc1ccccc1)S(=O)(=O)c1ccc(Cl)c(C(=O)NCCc2ccccn2)c1 | 2 | -1
NC(=O)CSc1nc(C23CC4CC(CC(C4)C2)C3)nc2ccccc12 | -10 | 0
COc1cc(CNCc2c[nH]c3ccccc23)cc(OC)c1 | 2 | 0

Reformatted as tab-separated lines: 24 of the compounds above
molecule	H9c2 TAG inh	H9c2 TAG inh DAPI viability
COc1ccc(Cl)cc1NC(=S)NC(=O)c1ccc2c(c1)OCO2	-4	-6
CC1=C(C(=O)N2CCOCC2)CC(CC(=O)NCc2cccc3ccccc23)C(=O)N1Cc1ccccc1 (configuration not stated)	8	-11
COc1ccccc1-n1nnnc1SCC(=O)N(C)C1CCS(=O)(=O)C1 (configuration not stated)	-20	8
Cc1cc(-n2c(C)cc(C(=O)CSc3ccc4c(c3)OCCO4)c2C)no1	2	-3
Cc1nn(C)c(C(=O)Sc2cccc(Cl)c2)c1[N+](=O)[O-]	12	-10
COc1ccc(S(=O)(=O)N2CCC(C(=O)NCCC(=O)NCc3cccnc3)CC2)cc1	12	-6
CC(=O)CC[N+](C)(C)C	-3	-4
COc1ccc(C(NC(=O)CN2C(=O)NC3(CCc4ccccc43)C2=O)c2ccccc2)cc1 (configuration not stated)	40	-6
CCN1CCN(c2c(Cl)cccc2NC(=O)c2cccs2)CC1	-1	7
O=C1C=C(c2cccc3c2sc2ccccc23)C[C@@H](c2ccc(Cl)cc2)C1	-26	12
C=C(C)COc1ccc(-c2n[nH]c(C)c2Oc2ccccc2OC)c(O)c1	-7	7
O=C(NCc1nc2ccccc2[nH]1)C1=C[C@@H](c2ccccc2)C[C@@H](OCc2ccc(CO)cc2)O1	1	-5
COc1cccc(/C=C/C(=O)N(C)CC(=O)Nc2ccc(Cl)c(C(F)(F)F)c2)c1	2	0
CCCCn1c(-c2ccc(Cl)c(Cl)c2)nc2cc3[nH]c(=O)c(C(C)C)nc3cc21	-24	-7
Cc1oc(C)c2c(=O)ccc3c(c12)OC(N)=C(C#N)C3c1ccccc1 (configuration not stated)	-10	2
CCOc1ccccc1C(=O)NCC(=O)OCC(=O)NCCc1ccc(S(N)(=O)=O)cc1	9	-8
CCOC(=O)C1=C(COC(=O)C2(C)CC2(Cl)Cl)NC(=O)NC1c1ccccc1 (configuration not stated)	8	8
CCOc1ccc(-c2nc(S(=O)(=O)c3ccccc3)c(N3CCC(C(N)=O)CC3)o2)cc1	5	-9
CC(C)(C)c1cc(NC(=O)c2cccc([N+](=O)[O-])c2)no1	-2	4
Cc1cc(C)cc(OCC(=O)Nc2cccc(S(=O)(=O)NC3=NCCC3)c2)c1	-6	-4
COC(=O)CCCSc1nccn1-c1ccccc1	-17	-3
CN(Cc1ccccc1)S(=O)(=O)c1ccc(Cl)c(C(=O)NCCc2ccccn2)c1	2	-1
NC(=O)CSc1nc(C23CC4CC(CC(C4)C2)C3)nc2ccccc12	-10	0
COc1cc(CNCc2c[nH]c3ccccc23)cc(OC)c1	2	0

Structural class: the compounds so far with a CF3 group (two)
SMILES | H9c2 TAG inh | H9c2 TAG inh DAPI viability
O=C(Nc1cc(C(F)(F)F)ccc1N1CCOCC1)c1ccccc1 | -16 | 9
COc1cccc(/C=C/C(=O)N(C)CC(=O)Nc2ccc(Cl)c(C(F)(F)F)c2)c1 | 2 | 0

The listing continues:
SMILES | H9c2 TAG inh | H9c2 TAG inh DAPI viability
COc1ccc(NC(=S)Nc2nc(CC(=O)Nc3ccccc3OC)cs2)cc1 | 7 | 1
CSc1nc(N)nc2c1ncn2Cc1ccccc1 | -16 | -3
O=C(NC(=S)Nc1ccccc1C(=O)O)c1ccc2ccccc2c1 | 5 | -3
O=[N+]([O-])c1ccccc1Nc1ccc(O)cc1 | -11 | 3
O=C1C=C(c2cc(C(F)(F)F)cc(C(F)(F)F)c2)C[C@@H](c2ccc(Cl)cc2)C1 | -12 | 2
CCCCNC(=O)CCn1c(=O)c2ccccc2n(CC(=O)N2CC(C)CC(C)C2)c1=O (configuration not stated) | -4 | -1
Cc1ccc(N2C(=O)C3C4C=CC(C4)C3C2=O)cc1 (configuration not stated) | -15 | 2
COc1ccc(-c2nc(CN3CCC(c4ccccc4)CC3)c(C)o2)cc1OC | -18 | 28
COc1ccc(CCNc2nc(=S)[nH]c3cc(OC)c(OC)cc23)cc1OC | 8 | 0
Cc1c(C(=O)Nc2ccc(C(=O)O)cc2)cnn1C | 11 | 2
Cc1ccccc1-n1c(=O)n(CCc2ccccc2)c(=O)c2[nH]cnc21 | -1 | 1
O=C(CCCc1nc2ccccc2s1)NC1CCOC1=O (configuration not stated) | -2 | 8
O=S1(=O)CC(O)C(Nc2ccccc2Cl)C1 (configuration not stated) | 3 | -2
